G9a inh = inhibitors of human histone lysine methyltransferase G9a | Potency, µM (top dose mostly 102 µM), without a hit: top-dose activity, negative = inhibition, most hits filed as inhibitors | AID 504332 | Q96KQ7 | 8.8% of 350,000 active | G9a H3K9 monomethylation, AlphaScreen, 2 h; note: % is set by controls: 0 for no effect and ±100 for the full control effect; nearly all actives have a fitted effect of over 75% in size
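G9a (20 nM) preincubated 15 min RT with compounds, then 500 nM biotinylated H3K9 peptide and 20 uM SAM added; 2 h RT reaction. Monomethyl-H3K9 product detected by AlphaScreen with anti-H3K9me1 antibody, streptavidin donor and anti-rabbit IgG acceptor beads.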
BAZ2B inh = BAZ2B (human) inhibition | AlphaScreen BAZ2B-H3K14Ac peptide displacement | Potency, µM (doses to about 114 µM), without a hit: at the top dose activity change, negative = inhibition, hits mostly inhibitors | 4.4% of 360,000 active | AID 504333; note: % is set by controls: 0 for no effect and ±100 for the full control effect; nearly all actives have a fitted effect of over 60% in size
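Protein-peptide AlphaScreen: BAZ2B 50 nM, b-H3K14Ac 50 nM, 1x PBS pH 7.4 + 0.01% Tween-20. Preincubation 30 min RT; cpd 30 min RT (top 110 uM); beads 20 min RT, light-protected.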
Pin1 inh = blocks the human prolyl isomerase Pin1 | Pin1 FP peptide displacement, HiFluor488, 10 min | Potency, µM (titrated, usually from 115 µM), for the others: at the highest dose activity, negative = inhibition, hits mostly inhibitors | 0.009% of 390,000 active | AID 504891; active = well fitted inhibition curve with a large enough effect in the polarisation, with a control signal flat, not every such curve was filed as active; inconclusive = small, poorly fitted or top-dose-only effect, or effect the other way, or a change in a side signal; inactive = no such curve, though single readings can be large or run the other way; the % refers to the polarisation; note: % is set by controls: 0 for no effect and ±100 for the full control effect
Target sequence (Q13526 whole entry, looked up): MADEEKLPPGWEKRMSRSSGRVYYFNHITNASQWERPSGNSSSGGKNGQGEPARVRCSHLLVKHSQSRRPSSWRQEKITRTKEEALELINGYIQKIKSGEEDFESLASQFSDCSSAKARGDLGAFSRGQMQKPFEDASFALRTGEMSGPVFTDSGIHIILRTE
BLM inh = blocks DNA unwinding by human BLM helicase; 0.2% of 350,000 active; P54132; Potency, µM (titrated, usually from 56.1 µM), inactives show at the highest dose activity change, negative = inhibition, actives largely listed as inhibitors; recombinant BLM DNA unwinding, fluorescence dequenching;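 note: plate controls were vehicle for no effect and no enzyme for full effect; nearly all actives have a fitted effect of over 35% in size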
Tb PGK inh = blocks T. brucei phosphoglycerate kinase | AID 602233 | Potency, µM (highest dose often 57.5 µM), for inactives: top-dose activity change, negative = inhibition, actives largely listed as inhibitors | PGK/GAPDH coupled, Kinase-Glo luminescence, 60 min | 0.043% of 380,000 active | P07378; note: % is set by controls: 0 for no effect and ±100 for the full control effect; nearly all actives have a fitted effect of over 60% in size
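Luminescent ATP detection (Kinase-Glo Plus) follows a 60-minute room-temperature incubation, with wells lacking PGK as controls. Buffer: 100 mM TEA (pH 7.6), 5 mM MgCl2, 0.01% Tween-20. Coupling enzyme GAPDH (100 nM final) supplies unstable 1,3-BPG in-well.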
GLS inhibitor = inhibitors of human glutaminase (GLS); O94925; GLS enzymatic activity, qHTS titration; Potency, µM (titrated, usually from 45.5 µM), for the others: at the top dose activity change, negative = inhibition, most hits filed as inhibitors; 0.21% of 410,000 active; AID 624170; note: % is set by controls: 0 for no effect and ±100 for the full control effect
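Read-out is an Amplex red fluorescence increase coupled through glutamate oxidase and HRP, measured before and after 30 min room-temperature incubation. hKGA is in 45 mM KH2PO4 (pH 8.2) with 0.02% Tween-20; glutamine added as 1mM solution.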
JMJD2A Tudor = JMJD2A Tudor domain (human) inhibition | 4.4% of 390,000 active | AID 504339 | AlphaScreen JMJD2A-Tudor / H3K4me3 peptide binding | O75164 | Potency, µM (titrated, usually from 114 µM), inactives show top-dose activity change, negative = inhibition, actives largely listed as inhibitors; note: % is set by controls: 0 for no effect and ±100 for the full control effect; nearly all actives have a fitted effect of over 50% in size
HP1b binding inh = HP1-beta chromodomain-methylated histone interaction inhibition; AlphaScreen HP1-beta / biotin-H3K9me3 peptide binding; AID 540317; Potency, µM (series often up to 114 µM), for inactives: top-dose activity change, negative = inhibition, most hits filed as inhibitors; P83916; 0.56% of 390,000 active; note: nearly all actives have a fitted effect of over 70% in size; inactives centre near 23
Target sequence (P83916 whole entry, looked up): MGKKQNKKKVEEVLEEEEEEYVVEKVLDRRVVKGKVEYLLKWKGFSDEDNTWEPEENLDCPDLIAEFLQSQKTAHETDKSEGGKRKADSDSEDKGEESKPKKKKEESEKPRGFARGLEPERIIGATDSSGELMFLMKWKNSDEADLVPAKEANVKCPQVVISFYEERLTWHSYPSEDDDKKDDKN
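HP1-beta protein (50 nM final) preincubated 30 min at room temperature with biotinylated H3(1-18)K9me3 peptide (50 nM) in PBS pH 7.4, 0.01% Tween-20, then compound added for 30 min. AlphaScreen streptavidin donor/nickel chelate acceptor beads (10 ug/mL final), 30 min dark, luminescence read.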
Pol iota inh = blocks human DNA polymerase iota activity | Q9UNA4 | Pol iota fluorescent replication assay, 10 min | Potency, µM (top dose mostly 115 µM), for the others: at the highest dose activity, negative = inhibition, usual class: inhibitors | 1% of 390,000 active | AID 588590
Target sequence (Q9UNA4 whole entry, looked up): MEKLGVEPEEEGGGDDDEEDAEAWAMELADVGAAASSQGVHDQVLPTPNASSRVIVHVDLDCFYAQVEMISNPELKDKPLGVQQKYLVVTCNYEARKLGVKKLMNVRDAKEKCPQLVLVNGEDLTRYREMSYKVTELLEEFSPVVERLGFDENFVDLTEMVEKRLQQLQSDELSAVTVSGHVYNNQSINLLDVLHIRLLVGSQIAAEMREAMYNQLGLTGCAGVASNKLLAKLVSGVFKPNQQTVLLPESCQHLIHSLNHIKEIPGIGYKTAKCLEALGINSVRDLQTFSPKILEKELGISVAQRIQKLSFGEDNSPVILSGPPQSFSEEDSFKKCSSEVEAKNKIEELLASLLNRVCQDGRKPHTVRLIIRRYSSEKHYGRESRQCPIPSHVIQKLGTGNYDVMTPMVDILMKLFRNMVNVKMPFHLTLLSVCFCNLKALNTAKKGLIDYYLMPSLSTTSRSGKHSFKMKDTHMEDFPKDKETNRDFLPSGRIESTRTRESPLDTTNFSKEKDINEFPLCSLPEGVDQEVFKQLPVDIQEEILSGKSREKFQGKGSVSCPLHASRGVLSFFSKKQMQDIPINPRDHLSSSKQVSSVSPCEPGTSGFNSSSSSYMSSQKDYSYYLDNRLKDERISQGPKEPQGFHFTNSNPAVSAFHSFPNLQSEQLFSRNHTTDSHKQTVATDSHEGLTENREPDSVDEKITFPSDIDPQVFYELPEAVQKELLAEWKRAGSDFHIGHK
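Fluorescent replication assay read twice, at 0 min and 10 min after adding 50 nM (final) substrate. Enzyme (10 nM) and compounds were first incubated 15 min at room temperature; enzyme-free buffer wells were negative controls.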
The depositor's hits bear a star; i = inactive; ? = inconclusive; . = not tested or not shown; [ ] = another dose, or the depositor's remark. Unless noted, calls come from the whole dose curve; as a rule, active = well fitted curve in the direction sought with a large enough effect; inconclusive = small, poorly fitted or top-dose-only effect, or another doubt; inactive = no such curve, though single readings can be large; an effect the other way counts as inactive or inconclusive. Potency is the fitted concentration of half-maximal effect. Only part of the results is shown; count on the stated rates, not on these rows.

SMILES	G9a inh	BAZ2B inh	Pin1 inh	BLM inh	Tb PGK inh	GLS inhibitor	JMJD2A Tudor	HP1b binding inh	Pol iota inh
O=C(CN1CCc2ccccc2C1)NCc1ccco1	?	14%	-1%	-28%	-3%	1%	-14%	25%	21%
COc1cc(NC(=O)CN2c3ccccc3S(=O)(=O)c3ccccc32)cc(OC)c1	7%[59 µM]	-23%	10%	-6%	0%	-4%	-31%	1%	-8%
CCOC(=O)c1ccc(NS(=O)(=O)c2ccc3oc(=O)[nH]c3c2)cc1	?	0%	-13%	3%	i	-19%	-13%	26%	-26%
Cc1ccc(NC2=Nc3ccccc3CC2)cc1	?	-2%	7%	-9%	-15%	-8%	-2%	31%	-3%
COc1ccccc1CC1CC(=O)N(c2cccc(Cl)c2C)C1=O (stereo unspecified)	66%[activator]	-23%	14%	-4%	0%	2%	-14%	38%	34%[activator]
CC(OC(=O)CNS(=O)(=O)c1ccc(C#N)cc1)C(=O)Nc1ccc(Cl)cn1 (stereo unspecified)	-8%	2%	-6%	.	-5%	-7%	-5%	21%	-7%
O=C(COc1ccc(F)cc1Cl)Nc1cc(S(=O)(=O)N2CCOCC2)ccc1N1CCCCC1	16%	-16%	51%[activator]	-7%	-2%	-7%	-28%	30%	57%[activator]
Cc1c(C(=O)N2CCCCC2)oc2ccc(Br)cc12	8%	4%	0%	.	-12%	-2%	8%	56%[activator]	0%
COc1ccccc1NS(=O)(=O)c1cc(-c2cnc(C3CC3)o2)ccc1C	.	?	7%	-6%	-5%	22%	-29%	-3%[57 µM]	8%
Cc1ccccc1C(=O)N1c2ncnn2C2(CCCCC2)[C@@H]2CCCC[C@@H]21	-8%[59 µM]	-11%	-9%	-2%	i	-12%	-9%	43%[activator]	-1%

Four entries picked at random from those above:
SMILES	G9a inh	BAZ2B inh	Pin1 inh	BLM inh	Tb PGK inh	GLS inhibitor	JMJD2A Tudor	HP1b binding inh	Pol iota inh
COc1cc(NC(=O)CN2c3ccccc3S(=O)(=O)c3ccccc32)cc(OC)c1	7%[59 µM]	-23%	10%	-6%	0%	-4%	-31%	1%	-8%
Cc1ccc(NC2=Nc3ccccc3CC2)cc1	?	-2%	7%	-9%	-15%	-8%	-2%	31%	-3%
CCOC(=O)c1ccc(NS(=O)(=O)c2ccc3oc(=O)[nH]c3c2)cc1	?	0%	-13%	3%	i	-19%	-13%	26%	-26%
Cc1c(C(=O)N2CCCCC2)oc2ccc(Br)cc12	8%	4%	0%	.	-12%	-2%	8%	56%[activator]	0%

The listing continues:
SMILES	G9a inh	BAZ2B inh	Pin1 inh	BLM inh	Tb PGK inh	GLS inhibitor	JMJD2A Tudor	HP1b binding inh	Pol iota inh
CCCCC(=O)Nc1ccc(S(=O)(=O)Nc2nccc(C)n2)cc1	-4%	-3%	-2%	-1%	-3%	-6%	-16%	25%	?
N#CC12CCCCC1CC1CCCCC1(C#N)N2Cc1ccccn1 (stereo unspecified)	?	3%	-6%	-3%	i	9%	-15%	39%[activator]	19%
CCN(C(=O)c1c(C)noc1C)c1c(N)n(Cc2ccccc2)c(=O)[nH]c1=O	-7%[12.7 µM]	-1%	-2%	.	-10%	5%	-10%	46%[activator]	-6%
Cc1ccc2c(c1)NC(c1cccnc1)=NC(c1ccc(F)cc1)=N2	?	-18%	0%	-2%	.	7%	-24%	12%	25%
O=c1[nH]c2ccccc2c2nc(-c3cccc(S(=O)(=O)N4CCCC4)c3)nn12	12%[12.7 µM]	-11%	48%[activator]	-14%	-7%	20%	-15%	10%	31%[activator]
CC(=O)N=c1scc(-c2ccccc2)n1-c1cccc(O)c1	0%[59 µM]	-2%	-1%	1%	2%	10%	-11%	1%	19%
O=C(O)C1Cc2ccccc2CN1C(=O)COc1ccc(Cl)cc1 (stereo unspecified)	45µM*	-19%	-3%	-2%	0%	-8%	-1%	18%	-17%
COc1ccc(CCNC(=O)CC2SC(=NCCc3ccccc3)NC2=O)cc1OC (stereo unspecified)	20%[59 µM]	-9%	3%	-1%	-4%	3%	-22%	4%	48%[activator]
O=C(Nc1cccc(C(=O)N2CCCCCC2)c1)c1ccco1	21%[59 µM]	9%	-3%	-1%	3%	8%	-1%	13%	2%
CN1CCN(c2nc3c(c(=O)n(C)c(=O)n3C)n2CC(N)=O)CC1	?	51%[activator]	-15%	-2%	.	-5%	2%	31%	?
CCOC(=O)Cc1cc(=O)[nH]n(-c2ccccc2)c1=O	.	.	-1%	.	-2%	-22%	-10%	-2%	?
O=C(OCC(=O)N1CCOCC1)c1cc(-c2ccccc2)nc2ccccc12	.	.	7%	.	-7%	?	-10%	36%[57 µM]	40%[activator]
CCCn1c(=N)c(C(=O)NC2CCCCC2)cc2c(=O)n3cc(C)ccc3nc21	-32%[59 µM]	0%	2%	-2%	6%	?	-1%	23%	-14%
C=CC[C@H](CC(=O)N(CCO)Cc1ccccc1)C(=O)N[C@@H](COC(=O)[C@@H](CC=C)Cc1ccc(F)cc1)Cc1c[nH]c2ccccc12	.	.	4%	.	-1%	-3%	?	-14%	-24%
Cc1c(Cl)cccc1NC(=O)c1cccc(OC(F)F)c1	-1%[59 µM]	5%	1%	-12%	1%	0%	15%	38%	29%
Cn1nnnc1SCC(=O)Nc1ccccc1Br	42%	0%	3%	-1%	6%	0%	-12%	34%	-8%
O=C(CSc1ncccn1)N1CCCC1	-6%	1%	-7%	1%	i	-13%	10%	18%	7%
N=C1c2c(cc(=O)n3c2[nH]c2ccccc23)CN1CCN1CCOCC1	35µM*	.	?	-11%	11%	-5%	-17%	10%	?
Fc1cccc(Cl)c1CNCCSc1nnnn1-c1ccccc1	-1%[59 µM]	11%	?	3%	-8%	1%	-7%	28%	?
O=C(O)c1cc(-c2ccc3c(c2)OCO3)nc2ccc(Cl)cc12	9%	-3%	-8%	-1%	i	0%	2%	22%	?
N#Cc1ccc(Oc2ccc(S(=O)(=O)N3CCCC3)cn2)cc1	-13%	0%	0%	.	3%	-19%	2%	18%	19%
COc1cc(C)nc(N(C)C(C)=O)n1	-5%	4%	4%	0%	-9%	1%	-11%	12%	117%[activator]
CC(=O)COc1ncnc2c(Cl)cc(Cl)cc12	3%	.	-2%	4%	-3%	-1%	1%	9%	33%[activator]
O=C(COC(=O)c1cc(S(=O)(=O)N2CCCC2)ccc1O)Nc1ccc(S(=O)(=O)N2CCOCC2)cc1	-4%[59 µM]	-15%	-2%	-9%	-4%	-2%	-22%	6%	-3%
O=C(Nc1cccc(-c2nc3ccccc3s2)c1)c1cc(-n2cnnc2)ccc1Cl	?	-5%	15%	-4%	-5%	-8%	-29%	57%[activator]	14%
COc1ccc(NC(=O)C2(c3ccc(NC(=O)c4ccc(OC(C)=O)cc4)cc3)CCCC2)cc1	.	2%	-5%	-7%	-5%	-1%	-15%	18%	5%
CCOC(=O)C(Cc1ccnnc1)=NO	.	.	16%	.	-3%	1%	1%	30%	53%[activator]
c1ccc(-c2cc3ccccc3nc2N2CCCC2)cc1	27%[12.7 µM]	239%[activator]	0%	-7%	-9%	6%	190%[activator]	339%	14%
CCOc1ccc(CN2C(=O)c3ccccc3C2C(=O)NCc2cccnc2)cc1 (stereo unspecified)	-3%[12.7 µM]	5%	-3%	-3%	-1%	7%	-12%	31%[activator]	-17%[58.9 µM]
C(#CCN1CCOCC1)COC(c1ccccc1)c1ccccc1	?	-8%	-5%	1%	0%	-10%	-9%	35%	?
COc1cccc(/C=C/C(=O)OCC(=O)Nc2cc(C(F)(F)F)ccc2Cl)c1	12%	-7%	-1%	-1%	0%	-3%	0%	22%	17%
C/C(=N\NC(=O)c1ccco1)c1cc(Cl)sc1Cl	42%[activator]	-14%	-7%	-2%	-2%	3%	8%	36%	5%
Fc1cccc(Nc2cc(-n3cccn3)ncn2)c1	-5%[59 µM]	6%	-1%	-2%	-5%	-12%	-24%	30%[activator]	8%
COc1cccc(OCC(=O)NCCS(=O)(=O)N2CCN(c3ccccc3F)CC2)c1	12%[59 µM]	-5%	5%	1%	-2%	7%	-15%	12%[57 µM]	13%
COc1cc2c(cc1OC)CN(C(=O)CCc1c[nH]c3ccccc13)[C@H](C(=O)O)C2	71µM*	-18%	6%	-5%	-11%	5%	-3%	34%	45%[activator]
CC(=O)N1CCc2cc(Br)cc(S(=O)(=O)CCC(=O)Nc3ccc(C)cc3Cl)c21	?	2%	7%	-5%	?	-1%	-6%	18%	-10%
CC(c1ccccc1)N(NC(=O)C(O)(c1ccccc1)c1ccccc1)C(=O)c1ccccc1 (stereo unspecified)	?	-9%	6%	2%	5%	1%	-13%	15%	31%[activator]
O=C(NCCCn1ccnc1)/C(=C\c1cccnc1)NC(=O)c1ccccc1F	13%	-19%	-5%	-2%	-7%	0%	-20%	35%	8%
CCC(=O)N1CCCc2cc(S(=O)(=O)N3CCC(C(=O)NCc4ccc(F)cc4)CC3)ccc21	13%[59 µM]	-5%	6%	-7%	-8%	-5%	56µM*	-5%[57 µM]	-9%
CCCCOc1ccc(N=Nc2ccc(N)nc2N)cn1	20%[0.501 µM]	14%	0%	-7%	-7%	12%	35µM*	?	-16%
COc1ccc([C@@H]2[C@@H]3C(=O)N(C(C)(C)C)C(=O)[C@@H]3[C@]3(Cc4ccccc4)C(=O)N(c4ccc(C(F)(F)F)cc4)C(=O)N23)cc1	.	16%[57.1 µM]	15%	-4%	-7%	0%	-8%	38%	2%
N#C/C(=C\c1c(N2CCN(c3ccccc3)CC2)nc2ccccn2c1=O)S(=O)(=O)c1ccccc1	5%	-33%	1%	-4%	-3%	-4%	-25%	-3%	-2%
CCOC(=O)c1ccc(NC(=O)C(CC)Sc2nncn3c2cc2oc(C)cc23)cc1 (stereo unspecified)	?	?	43%[activator]	0%	0%	-8%	-18%	0%	9%
CCOc1cc(N2CCOCC2)c(OCC)cc1NC(=O)c1ccc(F)c(S(=O)(=O)N2CCOCC2)c1	-14%	7%	-4%	.	-1%	11%	-21%	10%	16%

High-throughput results: PubChem, National Center for Advancing Translational Sciences (NCATS)
